# High-throughput results from PubChem.
# GRK2 aptamer HTS – compounds blocking aptamer binding on GRK2 – biochemical, human GRK2, bead flow cytometry, HTS, primary screen | FAM-aptamer displacement from GRK2 | inhibition of aptamer binding, % at 10 µM | actives 0.59% (n = 330,000) | AID 488847, 2010;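 active = inhibition of aptamer binding above 40%, roughly 3 SD of noise, on plates passing a quality check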;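 note: median bead fluorescence of bound FAM aptamer so fluorescent compounds give negative values; no value below 0 was filed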
# MCL1-BIM inh – inhibitors of MCL1 binding to BIM-BH3, primary screen, biochemical, fluorescence polarization; GST-MCL1 / FITC-Bim-BH3 fluorescence polarization; Induced myeloid leukemia cell differentiation protein Mcl-1 (Homo sapiens), Q07820; actives 0.68% (n = 320,000); inhibition, % at 10.9 µM;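 active = inhibition above the mean inhibition of all tested compounds plus 3 SD, set per campaign, cut at about 40% in these data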;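 note: 0% = DMSO wells and 100% = unlabeled Bim-BH3 peptide control; higher means more loss of mP so more displacement of Bim peptide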
# Target sequence (Q07820 whole entry, looked up): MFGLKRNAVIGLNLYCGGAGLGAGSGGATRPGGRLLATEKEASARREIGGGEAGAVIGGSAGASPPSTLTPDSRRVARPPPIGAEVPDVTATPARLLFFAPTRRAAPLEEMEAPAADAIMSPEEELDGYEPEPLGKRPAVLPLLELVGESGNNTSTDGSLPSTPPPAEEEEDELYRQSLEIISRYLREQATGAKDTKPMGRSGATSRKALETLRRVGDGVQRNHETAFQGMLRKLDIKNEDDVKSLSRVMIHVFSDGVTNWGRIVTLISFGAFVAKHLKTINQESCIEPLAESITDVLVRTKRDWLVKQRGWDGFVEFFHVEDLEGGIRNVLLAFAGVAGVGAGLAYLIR
# Bcl-xL primary – inhibitors of human Bcl-xL, primary screen, biochemical, fluorescence polarization, HTS | Bcl-2-like protein 1 (Homo sapiens), Q07817 | GST-Bcl-xL / FITC-Bim BH3 peptide fluorescence polarization | inhibition, % at 10.9 µM | actives 0.7% (n = 320,000) | AID 2129, 2009;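 active = inhibition above the mean of all tested compounds plus 3 SD, cutoff set per campaign, cut at about 30% in these data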;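 note: 0% = DMSO wells and 100% = unlabeled Bim-BH3 peptide competitor; inhibitors lower millipolarization by displacing the labeled peptide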
# Target sequence (Q07817 whole entry, looked up): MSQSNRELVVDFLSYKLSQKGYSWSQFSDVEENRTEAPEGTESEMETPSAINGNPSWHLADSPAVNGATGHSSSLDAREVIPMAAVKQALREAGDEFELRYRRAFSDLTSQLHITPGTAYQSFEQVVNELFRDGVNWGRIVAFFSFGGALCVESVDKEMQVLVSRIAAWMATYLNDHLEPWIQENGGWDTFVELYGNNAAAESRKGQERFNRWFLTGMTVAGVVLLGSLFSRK
# VLA-4 inh – inhibition in human VLA-4 binding assay, primary screen, VLA-4 allosteric modulator project, MLPCN library, flow cytometry, VLA-4 expressing cells | inhibition, % (about 7 µM as worked out from the volumes in the protocol) | ligand binding flow cytometry | Integrin alpha-4 (Homo sapiens), P13612 | actives 0.2% (n = 330,000); in the data active = inhibition above about 50%
# AGP1 TOR yeast – modulators of AGP1-GFP expression in yeast TOR pathway, primary screen, cell-based, multiplex flow cytometry, S. cerevisiae, MLPCN library. GFP response vs DMSO, % at 10 µM. 3 h; GFP as percent of DMSO wells. actives 0.02% (n = 320,000). AID 2066, 2009;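 active = GFP response relative to DMSO above a set limit, near screen average plus 3 SD, cut at about 150% in these data; inconclusive = fewer than 70 cells counted for the yeast strain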;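 note: median GFP channel fluorescence of the gated AGP1 strain per well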
# GLD-1 TGE inh – GLD-1/TGE RNA complex disruptors, primary screen, biochemical, fluorescence polarization | actives 0.44% (n = 320,000) | Female germline-specific tumor suppressor gld-1 (Caenorhabditis elegans), Q17339 | AID 2280, 2010 | purified GLD-1 + fluorescein TGE RNA | inhibition, % at 5.96 µM;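 active = percent inhibition above a per-plate cutoff, the plate mean of test compounds plus 3 SD, cut at about 30% in these data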;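 note: 0% = DMSO wells with GLD-1 and probe and 100% = wells lacking GLD-1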
# MEX-5 binding – MEX-5 zinc finger RNA-binding disruptors – biochemical, C. elegans, fluorescence polarization, MLPCN library, primary screen; activity score (negative = inhibition of binding), % at 10 µM; AID 1832, 2009; MEX-5/FITC-TCR2 RNA binding; hits give low values; actives 0.38% (n = 300,000);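 active = inhibition past about -25% in most replicates, and total fluorescence under double the plate's negative control median, limit read from the data; inconclusive = replicates evenly split on the limit, or fluorescence at least double controls; inactive = too little inhibition in most replicates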;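 note: 0% = DMSO and -100% = 5 µM competing unlabeled TCR2 RNA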
# Target sequence (Q9XUB2 whole entry, looked up): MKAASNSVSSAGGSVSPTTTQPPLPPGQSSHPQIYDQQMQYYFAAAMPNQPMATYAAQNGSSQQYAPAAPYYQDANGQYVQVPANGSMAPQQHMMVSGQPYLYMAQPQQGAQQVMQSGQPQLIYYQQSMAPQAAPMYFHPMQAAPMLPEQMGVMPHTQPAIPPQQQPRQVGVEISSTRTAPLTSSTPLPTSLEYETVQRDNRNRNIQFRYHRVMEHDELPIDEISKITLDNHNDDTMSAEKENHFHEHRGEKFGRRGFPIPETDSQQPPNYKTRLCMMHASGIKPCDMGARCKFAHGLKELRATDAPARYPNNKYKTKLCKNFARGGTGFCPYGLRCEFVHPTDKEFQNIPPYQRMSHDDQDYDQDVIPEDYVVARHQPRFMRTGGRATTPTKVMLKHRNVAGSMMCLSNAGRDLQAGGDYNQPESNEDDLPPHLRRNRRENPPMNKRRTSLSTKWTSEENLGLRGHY
# Fam108B inh – mouse Fam108B serine hydrolase inhibitors, primary screen, counter-screen for RBBP9 inhibitor project, biochemical, fluorescence polarization; inhibition, % at 9.51 µM; actives 0.33% (n = 300,000); recombinant Fam108B, FP-Rh probe fluorescence polarization; AID 1947, 2009;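 active = inhibition above the screen mean inhibition plus 3 SD, computed separately per campaign, cut at about 18% in these data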;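 note: inhibitors lower polarization as less probe binds the enzyme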
# CIT2-GFP yeast – modulators of CIT2-GFP expression in yeast, primary screen, S. cerevisiae, GFP fusion, multiplex flow cytometry, MLPCN library | GFP response vs DMSO, % at 10 µM | actives 0.065% (n = 320,000) | S. cerevisiae CIT2-GFP strain, 3 h; 100 means same as DMSO wells;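 active = GFP response relative to DMSO above a set limit, near the screen mean plus 3 SD, cut at about 150% in these data; inconclusive = Fewer than 70 cells measured for a yeast strain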;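 note: ratio of well median GFP fluorescence to mean of DMSO wells on the plate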
# Starred values were filed as active, the others as inactive; ? = inconclusive; . = not tested or not shown; [ ] = remark or other dose.
SMILES,GRK2 aptamer HTS,MCL1-BIM inh,Bcl-xL primary,VLA-4 inh,AGP1 TOR yeast,GLD-1 TGE inh,MEX-5 binding,Fam108B inh,CIT2-GFP yeast
COc1cc(/C=N/NC(=S)NC2CC3C=CC2C3)cc(OC)c1OC (centres undefined),0,1,4,-2,104,4,0.5,1,99
NC(=S)Nc1ccc(F)c(F)c1F,1,9,4,-8,107,-2,0.0,-1,91
O=C(Nc1ccccc1)C1=C[C@H](c2ccc3c(c2)OCO3)C[C@H](OCc2ccc(CO)cc2)O1,.,-1,-1,.,.,15,-4.9,-7,.
O=C(O)CCc1nn2cnc3sc4c(c3c2nc1=O)CCCC4,19,8,5,-4,.,13,-0.3,4,103
O=C(NCCNC(=O)c1ccc(Br)o1)c1cccnc1,1,0,0,3,91,6,1.6,2,.
CC1CCN(S(=O)(=O)c2ccc3c(c2)N(CC(=O)NCCCN2CCCC(C)C2)C(=O)CO3)CC1 (centres undefined),0,-9,3,8,100,5,-1.8,10,99
O=C(CCc1nnc2ccc(NCc3ccccc3Cl)nn12)NC1CCCCC1,0,7,8,-134,103,-1,0.9,1,101
CC(NC(=O)C1=CC=CN2CCS(=O)(=O)N=C12)c1ccc(Cl)cc1Cl (centres undefined),8,1,8,-6,106,5,.,.,98
CCOC(=O)c1c(NC(=O)CSc2nnc(-c3c[nH]c4ccccc34)n2CC)sc2c1CCCC2,7,-6,-3,32,106,4,1.5,-9,96
COc1ccccc1C(=O)NNS(=O)(=O)c1ccc(F)cc1,3,-12,-1,-1,93,1,-0.4,3,103
Cc1ccc(/C=N/NC(=O)Cn2cnc3c2c(=O)n(C)c(=O)n3C)s1,0,5,1,13,104,8,-2.7,0,100
Cc1csc(Nc2ccccc2C(F)(F)F)n1,3,0,0,-4,24,-7,5.2,7,102
Cc1ccc(C)c(S(=O)(=O)c2c(N)n(/N=C/c3ccco3)c3nc4ccccc4nc23)c1,0,-5,-5,3,98,-14,1.0,-13,96
COc1cccc(N(CC(=O)NC2CCCC2)C(=O)CCC(=O)Nc2nccs2)c1,0,1,3,16,95,2,-0.4,2,87
COC(=O)c1ccc(NC(=S)NCCc2ccccc2C)cc1,0,5,7,12,90,10,0.2,1,83
N#Cc1cn(-c2cccc(C(F)(F)F)c2)c(=O)[nH]c1=O,3,5,4,-6,96,-3,1.1,-1,108
CN(C)S(=O)(=O)c1ccc(C(=O)NCC2(N3CCOCC3)CCCCC2)cc1,0,4,-6,2,99,6,.,.,102
CC(C(=O)Nc1ccc([N+](=O)[O-])cc1Cl)N1CCN(S(=O)(=O)c2cccs2)CC1 (centres undefined),1,-8,-5,14,95,1,.,.,98
COCCNC(=O)/C(C#N)=C/c1ccc(C)o1,2,0,-5,2,96,-8,0.7,-2,84
O=C(NNC(=O)c1cccs1)c1ccccc1,2,9,10,0,95,-4,-0.7,-1,88
CC(C)(C)NC(=O)NC(=O)CSc1ncccn1,0,-2,3,17,92,-2,0.5,1,94
c1cc(-c2n[nH]c(-c3ccncc3)n2)ccn1,0,-5,-4,4,102,-1,3.0,-1,105
CC(CCc1ccccc1)NC(=O)COC(=O)C1=COCCO1 (centres undefined),14,-3,0,6,100,1,2.4,1,103
NS(=O)(=O)c1cc(C(=O)OC2CCOC2=O)ccc1Cl (centres undefined),13,-4,-6,4,99,2,1.8,-1,.
CCOc1ccc2c(c1)C(N(CCN1CCOCC1)C(=O)Nc1ccc(OC)cc1OC)CC(C)(C)O2 (centres undefined),1,4,5,22,108,2,0.0,2,102
SMILES,GRK2 aptamer HTS,MCL1-BIM inh,Bcl-xL primary,VLA-4 inh,AGP1 TOR yeast,GLD-1 TGE inh,MEX-5 binding,Fam108B inh,CIT2-GFP yeast
COC(=O)c1ccc(/C=C/c2ccc3cccc(OC(C)=O)c3n2)cc1,0,2,-2,-10,87,6,-0.8,-1,83
CCOC(=O)Cc1c(Sc2ccccc2)c2ccccc2n1C,0,-5,5,12,96,5,.,-1,96
Cn1c(CBr)c(C(=O)c2ccc([N+](=O)[O-])cc2)c(=O)n(C)c1=O,4,-1,-3,-23,?,5,-0.5,-3,?
CN(CC1COc2ccccc2O1)C(=S)Nc1ccccc1 (centres undefined),5,4,1,6,99,0,-1.7,-3,95
Cc1ccc(NC(=O)COn2nnc3ccc(S(=O)(=O)N(C)C)cc32)cc1F,1,-4,3,13,102,-4,-3.4,-7,103
CC(Sc1ncnc2sc(-c3ccccc3)cc12)C(N)=O (centres undefined),2,-11,-8,8,97[may fluoresce red],1,2.3,1,100[may fluoresce red]
CC(=O)c1ccc(NC(=O)C2CCN(S(=O)(=O)c3cccs3)CC2)cc1,0,-1,5,2,101,-8,-0.2,-1,96
CCOC(=O)c1c(C)nc2c(c1C)c(=O)oc1ccccc12,0,11,4,-1,84,0,1.8,-1,87
O=C(Cn1nnc(-c2ccccc2)n1)OCc1csc(-c2ccccc2)n1,3,0,2,14,.,1,-1.2,-1,88
CCN(CC(=O)Nc1cc(Cl)cc(Cl)c1)CC(=O)NC1CCS(=O)(=O)C1 (centres undefined),0,.,.,7,97,1,.,.,100
CN(C(=O)CN1C(=O)C2C3CC(C(Br)C3Br)C2C1=O)C1CCCCC1 (centres undefined),0,0,-3,-6,109,-6,1.3,2,102
N=C(N)c1ccc(Cl)cc1,0,5,3,-6,102,3,0.2,1,.
Cc1cc(-c2ccccc2)n[nH]1,5,-2,1,-8,88,10,1.3,0,87
O=C1C2CCCCN2C(=O)N1CCCCN1CCN(c2cccc(Cl)c2)CC1 (centres undefined),0,14,4,4,103,4,0.9,4,103
COc1cccc(NC(=O)CCc2nnc3ccc(N4CCN(c5cccc(OC)c5)CC4)nn23)c1,2,3,2,-3,104,2,-2.6,0,107
Cc1cc(C)c(NC(=O)CSc2nnc(CNC(=O)c3c(F)cccc3Cl)o2)c(C)c1,0,3,-3,-3,108,0,.,1,107
CCN(C1CCS(=O)(=O)C1)S(=O)(=O)c1cc(C)ccc1C (centres undefined),0,-2,-3,14,112,-3,0.4,1,102
COc1ccc(/C=C(\NC(=O)c2cccs2)C(=O)N2CCOCC2)cc1OC,0,-3,0,2,91,1,0.6,-1,99
CCCNC(=S)N1CCC(c2nc3cc(C)c(C)cc3[nH]2)CC1,2,7,-2,10,105,-2,0.0,1,98
COc1ccc(NC(=O)C2CCCC2)cc1S(=O)(=O)N1CCOCC1,0,2,0,-8,93,5,.,.,96
CC1CCCC(C)N1CC(O)COCc1ccccc1F (centres undefined),1,3,3,14,96,7,-2.6,4,100
O=S(=O)(c1ccc2ccccc2c1)N1CCN(Cc2ccccn2)CC1,0,1,1,28,105,8,1.8,1,96
Cc1nn2c3c(cnc2c1-c1ccccc1)C(=O)CCC3,8,-1,-5,-1,96,-6,0.9,0,86
COc1ccc2c(c1)C(=O)OC2CC(=O)O (centres undefined),3,3,7,-1,98,5,-0.3,-1,98
CN(CCc1ccccn1)C(=S)Nc1ccc(Cl)c(Cl)c1,0,9,5,5,88,5,-3.4,0,.

# Part of the list above in order of SMILES length, falling:
SMILES,GRK2 aptamer HTS,MCL1-BIM inh,Bcl-xL primary,VLA-4 inh,AGP1 TOR yeast,GLD-1 TGE inh,MEX-5 binding,Fam108B inh,CIT2-GFP yeast
COc1cccc(NC(=O)CCc2nnc3ccc(N4CCN(c5cccc(OC)c5)CC4)nn23)c1,2,3,2,-3,104,2,-2.6,0,107
Cn1c(CBr)c(C(=O)c2ccc([N+](=O)[O-])cc2)c(=O)n(C)c1=O,4,-1,-3,-23,?,5,-0.5,-3,?
CCN(CC(=O)Nc1cc(Cl)cc(Cl)c1)CC(=O)NC1CCS(=O)(=O)C1 (centres undefined),0,.,.,7,97,1,.,.,100
Cc1ccc(NC(=O)COn2nnc3ccc(S(=O)(=O)N(C)C)cc32)cc1F,1,-4,3,13,102,-4,-3.4,-7,103
CN(C(=O)CN1C(=O)C2C3CC(C(Br)C3Br)C2C1=O)C1CCCCC1 (centres undefined),0,0,-3,-6,109,-6,1.3,2,102
COc1ccc(NC(=O)C2CCCC2)cc1S(=O)(=O)N1CCOCC1,0,2,0,-8,93,5,.,.,96
Cc1nn2c3c(cnc2c1-c1ccccc1)C(=O)CCC3,8,-1,-5,-1,96,-6,0.9,0,86
CCOC(=O)Cc1c(Sc2ccccc2)c2ccccc2n1C,0,-5,5,12,96,5,.,-1,96
CC1CCCC(C)N1CC(O)COCc1ccccc1F (centres undefined),1,3,3,14,96,7,-2.6,4,100
COc1ccc2c(c1)C(=O)OC2CC(=O)O (centres undefined),3,3,7,-1,98,5,-0.3,-1,98
Cc1cc(-c2ccccc2)n[nH]1,5,-2,1,-8,88,10,1.3,0,87

# New compounds follow
SMILES,GRK2 aptamer HTS,MCL1-BIM inh,Bcl-xL primary,VLA-4 inh,AGP1 TOR yeast,GLD-1 TGE inh,MEX-5 binding,Fam108B inh,CIT2-GFP yeast
CCN(CC)CC(=O)n1c2c(c3ccccc31)CCCC2,0,-2,-6,1,101,-1,0.2,-6,104
Cc1ccc(C2/C(=C(\O)c3c(C)nc4ccccn34)C(=O)C(=O)N2CCN(C)C)o1 (centres undefined),1,5,9,9,100,10,-0.4,-2,93
CCOc1ccc2c(c1)s/c(=N\S(=O)(=O)c1ccc(OC)cc1)n2C(F)F,1,-6,2,13,98,1,4.5,-1,96
c1ccc(Cc2nn3c(COc4ccccc4)nnc3s2)cc1,4,4,-1,11,105,5,0.7,-6,95
O=C(CN1C(=O)/C(=C/c2ccco2)SC1=S)NC1CCS(=O)(=O)C1 (centres undefined),45*,64*,44*,-7,99,17,-12,8,105
CC(C)C(C(=O)Nc1sc2c(c1C#N)CCCCC2)N1C(=O)c2ccccc2C1=O (centres undefined),0,-1,2,1,103,4,.,-2,103
c1csc(Cc2nc(-c3ccc(-n4cccc4)cc3)no2)c1,0,-13,0,11,95,-4,-0.3,1,93
CC(C)(C)OC(=O)C[C@H]1C/C=C\C[C@@H](CC(=O)N(CCO)Cc2ccccc2)C(=O)N2CCC[C@H]2COC1=O,0,.,.,18,87,7,.,.,83
CCOC(=O)CCC(=O)c1c(C)oc2ccc(OC)cc12,0,5,5,-1,104,-2,1.3,4,106
CC(NC(=O)CCc1ccccc1)c1cc2c(cc1Cl)OCCO2 (centres undefined),0,9,5,1,87,4,1.1,-2,89
C/C(=N/NC(=O)c1ccncc1)c1ccccc1,2,8,4,15,92,6,-2.8,3,99
O=C(Nc1nc(-c2ccccn2)cs1)Nc1ccc(F)cc1F,3,7,13,2,89,-4,-5.1,2,92
